Wee1 stabilizer: human Wee1 degradation inhibition, primary screen. HeLa Luc-Wee1K328M stability, luciferase luminescence; 100% = proteasome inhibitor MG132 effect. reporter increase, % at 5 µM. P30291. AID 1321. actives 1.2% (n = 220,000);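 active = activation above the mean of all tested compounds plus 3 SD, set per screening run, cut at about 8.8% in these data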;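 also: cells exposed to compound for 20 h before luminescence read; 0% = DMSO alone and 100% = MG132 at 30 µM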
14-3-3 Bad PPI: disrupts binding of bovine 14-3-3 zeta to phospho-Bad peptide; actives 0.71% (n = 220,000); P63103; TR-FRET 14-3-3zeta/Dy647-pBad peptide displacement, 1 h; AID 781; inhibition, % at 21.7 µM;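 active = inhibition above about 70%, limit read from the data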;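 also: 0% = full 14-3-3 plus peptide FRET controls and 100% = background without 14-3-3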
Target sequence (P63103 whole entry, looked up): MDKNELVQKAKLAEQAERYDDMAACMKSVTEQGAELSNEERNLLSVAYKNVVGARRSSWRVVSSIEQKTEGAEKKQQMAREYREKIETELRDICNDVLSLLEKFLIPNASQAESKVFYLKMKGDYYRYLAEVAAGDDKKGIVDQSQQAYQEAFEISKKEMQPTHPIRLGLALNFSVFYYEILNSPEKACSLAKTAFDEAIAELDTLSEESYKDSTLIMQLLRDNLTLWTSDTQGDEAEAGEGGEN
thrombin 1536: thrombin (human) inhibition; P00734; alpha-thrombin, Boc-VPR-AMC fluorogenic substrate cleavage; inhibition, % at 5 µM; actives 0.26% (n = 220,000);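 active = inhibition at or above 40%; inactive = inhibition below 40%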;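 also: 0% = enzyme with no compound and 100% = wells without enzyme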
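Material: Human alpha-thrombin protein | Buffer or medium: pH 7.5 Tris-saline with Tween 20 | Reagent: Boc-VPR-AMC substrate, 15 µM final | Schedule: Reaction at ambient temperature | Detection: AMC fluorescence at 355 nm excitation and 460 nm emission | Evaluation: Percent inhibition scaled between no-compound controls and no-enzyme blanks | Controls: no-compound enzyme wells and no-enzyme blanks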
Hck-Nef inh: human Hck-Nef kinase inhibition | P08631 | Recombinant Hck-YEEI plus Nef, Z-Lyte FRET kinase assay | inhibition, % at 20 µM | actives 0.68% (n = 220,000) | AID 463187;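 active = Hck-Nef kinase inhibition above about 50%, limit read from the data; inactive = inhibition below that limit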;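 also: 0% = DMSO with Hck plus Nef and 100% = Hck alone without Nef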
FXIIa inh: inhibitors of human coagulation factor XIIa; P00748; purified FXIIa, Boc-QGR-AMC fluorogenic substrate, 2 h; inhibition, % at 5 µM; actives 0.3% (n = 220,000); AID 800; in the data active = inhibition above about 40%;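 also: 0% = enzyme with no compound and 100% = blank without enzyme; many of its hits are not listed in these tables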
Runt-CBFb FRET: Runt domain-CBFb interaction inhibition | Q01196+Q13951 | Cerulean-Runt/Venus-CBFb FRET ratio 530/480, 1 h | inhibition, % at 20 µM | actives 0.46% (n = 220,000) | AID 1496;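 active = inhibition over about 50% at 20 µM in the single-dose screen, limit read from the data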;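 also: 0% = DMSO wells and 100% = excess unlabeled CBFb competitor control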
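test system = Cerulean-Runt domain fusion protein, energy donor | probe or stimulus = Venus-CBFb binding partner, 100 nM | incubation = two 1 h room-temperature incubations shielded from light | detection = fluorescence energy transfer, 422 nm excitation, 530/480 nm emission | measure = loss of energy transfer signal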
FXIa inh 1536: factor XIa (human) inhibition; purified FXIa, Boc-Glu-Ala-Arg-AMC fluorogenic substrate; P03951; inhibition, % at 5 µM; AID 798; actives 0.14% (n = 220,000);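 active = inhibition of at least 40%; inactive = inhibition below 40%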;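 also: fluorescence of freed AMC excited at 355 nm; 0% = enzyme without compound and 100% = no enzyme blank; many of its hits are not listed in these tables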
Target sequence (P03951 19-387 limits assumed): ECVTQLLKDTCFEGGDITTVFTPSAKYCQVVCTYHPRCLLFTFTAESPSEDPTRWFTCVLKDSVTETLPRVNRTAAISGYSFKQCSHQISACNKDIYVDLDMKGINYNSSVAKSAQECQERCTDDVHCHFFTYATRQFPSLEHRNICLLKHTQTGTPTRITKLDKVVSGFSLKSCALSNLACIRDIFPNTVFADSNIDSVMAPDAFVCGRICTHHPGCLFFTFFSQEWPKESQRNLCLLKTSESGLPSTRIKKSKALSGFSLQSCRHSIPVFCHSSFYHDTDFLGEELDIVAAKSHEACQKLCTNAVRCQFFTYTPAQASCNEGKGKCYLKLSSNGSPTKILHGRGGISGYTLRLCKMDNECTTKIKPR
Target sequence (P03951 388-625 limits assumed): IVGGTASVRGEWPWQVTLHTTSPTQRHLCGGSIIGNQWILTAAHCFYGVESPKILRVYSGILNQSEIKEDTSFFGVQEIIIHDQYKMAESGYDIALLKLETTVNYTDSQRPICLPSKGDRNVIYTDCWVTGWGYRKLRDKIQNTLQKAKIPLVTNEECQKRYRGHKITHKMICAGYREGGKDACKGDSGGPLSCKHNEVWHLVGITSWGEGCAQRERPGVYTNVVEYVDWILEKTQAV
Runt-SMMHC FRET: inhibitors of human RUNX1 Runt domain binding to CBFb-SMMHC; AID 1434; inhibition, % at 20 µM; Cerulean-Runt/Venus-CBFb-SMMHC FRET ratio 530/480, 1 h; actives 0.74% (n = 220,000);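 active = mean inhibition across duplicate retests at 20 µM reaching about 50%, limit read from the data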;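 also: 0% = DMSO wells and 100% = wells with excess untagged CBFb-SMMHC; inhibitors lower the FRET ratio by blocking Runt binding to CBFb-SMMHC; some results filed as inactive read as strong as hits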
hK5 inh: kallikrein 5 (human) inhibition; Q9Y337; recombinant hK5, fluorogenic AMC substrate cleavage; inhibition, % at 5 µM; actives 0.59% (n = 210,000);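 active = inhibition of 40% or more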;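 also: 0% = enzyme controls without compound and 100% = no-enzyme blanks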
Target sequence (Q9Y337 67-293 limits assumed): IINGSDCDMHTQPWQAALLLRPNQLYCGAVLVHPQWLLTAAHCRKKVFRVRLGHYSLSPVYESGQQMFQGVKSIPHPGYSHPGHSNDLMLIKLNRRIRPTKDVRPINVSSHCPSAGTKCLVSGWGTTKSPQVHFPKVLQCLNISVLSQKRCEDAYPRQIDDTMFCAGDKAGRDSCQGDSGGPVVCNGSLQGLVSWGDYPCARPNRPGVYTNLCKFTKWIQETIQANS
* = called active by the depositor; · = no result given; [ ] = another dose, or the depositor's remark.

Value order: Wee1 stabilizer	14-3-3 Bad PPI	thrombin 1536	Hck-Nef inh	FXIIa inh	Runt-CBFb FRET	FXIa inh 1536	Runt-SMMHC FRET	hK5 inh
> CC(Sc1nnc(Cc2cccs2)n1C1CCCCC1)C(=O)N1CCc2ccccc21 (centres undefined)
 : -2	-1	-1	-21	5	-4	-1	3	-2
> COc1ccc(Nc2oc(COc3ccc(Cl)cc3)nc2C#N)cc1
 : 1	5	0	-1	4	-4	-8	-2	4
> CC(=O)Oc1ccc2oc(=O)c3c(c2c1)CCCN3C(=O)CN1CCOCC1
 : 1	-19	-5	23	10	0	4	-3	1
> COc1cc(C(=S)N2CCOCC2)cc(OC)c1OC(=O)c1cc([N+](=O)[O-])c(C)c([N+](=O)[O-])c1
 : -2	-3	-1	-1	11	1	9	0	-27
> COc1cc(CNCCCN2CCOCC2)cc(Br)c1OCC(=O)N1CCCCC1
 : -3	46[fluorescence artefact?]	2	1	18	-1	20	-8	-1
> CN(CCNC(=O)c1ccc(N2CCCC2=O)cc1)CCc1ccccc1
 : -2	12	-2	11	3	-2	-5	2	-14
> CC(C)(C)NC(=O)CN1CCN(C(=O)CCl)CC1
 : 0	-1	-3	-9	4	-3	1	4	·
> O=C1CC(Sc2ncn[nH]2)C(=O)N1c1ccccc1 (centres undefined)
 : 0	2	1	-1	14	12	2	1	6
> Cc1cc(Sc2nccn2C)ncc1[N+](=O)[O-]
 : -1	-22[fluorescence artefact?]	1	0	19	-3	9	-8	19
> O=C(Nc1ccccc1)c1cccc(S(=O)(=O)N2CCCCC2)c1
 : -2	14	-3	0	14	·	-2	-5	2
> O=[N+]([O-])c1cccnc1Oc1ccc(C2SCCS2)cc1
 : 2	1	-4	10	-3	1	-6	0	0
> CSC(=NCc1cccnc1)NS(=O)(=O)c1cccs1
 : 2	-7[fluorescence artefact?]	0	0	13	44	2	38	-9
> CCC(C)(C)C(=O)Nc1ncc(S(=O)(=O)c2ccc([N+](=O)[O-])cc2)s1
 : -2	5	-19	-1	-5	0	2	2	3
> CCN(CC(=O)Nc1cc(C)c(Cl)cc1OC)CC(=O)NC1CCS(=O)(=O)C1 (centres undefined)
 : 3	3	-7	14	-10	-1	9	-2	8
> CCCCCc1c(O)nc(SCCN(C)C)[nH]c1=O
 : 1	-3	2	48	14	0	3	0	4
> COc1ccc(C)cc1NC(=O)CSc1nnc(-c2cc3cccc(OC)c3o2)n1N
 : -1	5[fluorescence artefact?]	4	0	18	-5	3	-2	-4
> CC(C)(C)NC(=O)C(=O)NN=C1CCCCCC1
 : -4	-4	-8	17	7	1	2	0	-1
> Brc1ccc(-c2nnc3n2C2(CCCC2)Cc2ccccc2-3)o1
 : -1	-7	-1	10	21	-2	10	4	-9
> CCOC(=O)C1CN(S(=O)(=O)c2ccc(C)cc2)c2cc(S(=O)(=O)CC)ccc2O1 (centres undefined)
 : 3	5	-3	2	-11	-2	-6	3	-7
> O=C(CCNc1n[nH]c(=O)[nH]c1=O)N/N=C\c1ccc(Br)cc1
 : -2	-1	-5	18	1	1	-2	-1	1
> CN(C)S(=O)(=O)N1CCc2ccccc21
 : -1	-3	24	8	23	0	10	-1	72*
> Cc1nn(C)cc1N1C(=O)c2cccc3c(N)ccc(c23)C1=O
 : 0	-2	0	-143	7	-331	12	-89	6
> Cc1ccc(S(=O)(=O)N2CCCC2C(=O)NCc2ccc3c(c2)OCO3)cc1 (centres undefined)
 : -2	-3	-1	13	0	0	-5	-2	-8
> Cc1ccccc1-n1nc2c(c1NC(=O)COc1ccc(Cl)cc1)CS(=O)C2 (centres undefined)
 : -3	1	0	1	11	3	4	-5	-10
> CC(=O)c1ccc(N2CCN(C(=S)Nc3cccc(Cl)c3)CC2)cc1
 : -2	5	-20	-1	-7	-5	-9	-10	-13
> COc1cccc(C2C3=C(CC(C)(C)CC3=O)OC(N)=C2[N+](=O)[O-])c1 (centres undefined)
 : 2	-9	0	-3	12	0	2	-2	-10
> COCCn1c(=O)[nH]c(=O)c2cc(C(=O)c3cc(Cl)ccc3O)cnc21
 : -1	3	-9	-5	5	-3	-6	-2	-3
> Cn1c(NC(=O)c2ccc(Cl)cc2)c(-c2ccccn2)c(=O)c2ccccc21
 : 1	22[fluorescence artefact?]	-6	0	7	-4	1	-2	-28
> COc1ccc2c(c1)c(=O)oc1cc3occ(C(C)(C)C)c3cc12
 : 2	-4	5	0	16	1	-16	1	9
> CCn1c(Cc2cccn2C)nnc1SCC(=O)c1ccc(C)cc1
 : 3	-4	-1	-1	7	0	1	5	3
> COc1ccccc1Nc1c([N+](=O)[O-])cc(C)cc1[N+](=O)[O-]
 : -1	-21	3	-1	11	·	0	-2	2
> CCC[N+](CC#Cc1ccccc1)(CCC)CC(=O)OC
 : -2	3[fluorescence artefact?]	-4	0	5	0	5	4	-10
> CCOC(=O)CC1C(=O)NCCN1Cc1cccc(C(F)(F)F)c1 (centres undefined)
 : 0	4	-7	1	-4	0	-8	-3	40*
> O=C(Cn1c(COc2ccc(Cl)cc2)nc2ccccc21)NCC(F)(F)F
 : 6	-1	-6	0	7	-1	0	-3	-6
> CC(=O)Nc1sc(C)c(C)c1C(=O)OCC(=O)Nc1cc(S(=O)(=O)N2CCCCC2)ccc1Cl
 : 4	-3	-8	0	13	-2	11	0	-14
> Nc1c(C(=O)NCc2ccc(Cl)cc2)sc2nc3c(c(C(F)(F)F)c12)CCC3
 : -2	6[fluorescence artefact?]	-1	-1	8	-11	0	-53	-14
> COc1ccccc1NS(=O)(=O)c1cccc(NC(=O)c2[nH]c(C)c(C(C)=O)c2C)c1
 : 9	-3	-3	13	6	0	-2	-1	0
> CCN1CC(CN(C)Cc2nc(-c3ccc(Cl)cc3)no2)CC1=O (centres undefined)
 : 6	-8	-9	17	8	0	-4	-1	0
> Cc1cc(NC(=O)CCCn2nc([N+](=O)[O-])c(Br)c2C)no1
 : -4	-14	-20	14	5	1	3	0	5
> COc1cccc(C(c2nnnn2Cc2ccco2)N2CCN(c3cccc(C)c3C)CC2)c1OC (centres undefined)
 : 1	-12	-10	1	-8	0	-6	4	-19
> CC(NC(=O)c1ccnc(C(C)(C)C)c1)c1ccccc1 (centres undefined)
 : -1	-6	-4	4	13	-3	-2	-1	-2
> COCCCN(C)C1CCN(C(=O)Nc2ccc(F)cc2)CC1
 : 0	0	-3	21	17	0	8	-2	-9
> O=C(Nc1cc([N+](=O)[O-])ccc1F)c1ccc2c(c1)OCCO2
 : -3	-15	-18	17	0	-1	-6	3	3
> COc1ccc(CC(=O)Nc2cccc(/C(C)=N/NC(=O)c3cccc([N+](=O)[O-])c3)c2)cc1
 : -3	3	3	1	4	0	0	-1	-1
> CC(C)(C)NC(=O)NC(=O)COC(=O)Cc1c(Cl)cccc1Cl
 : -5	-19	-12	23	7	-2	-2	0	3
> CN(C(=O)c1ccccc1Cl)c1ccccc1
 : 0	-10	-7	9	-7	-2	-13	-3	5
> O=C(Cc1ccc(Cl)cc1Cl)OCC(=O)c1ccc[nH]1
 : -2	-9	-1	8	5	-2	-36	2	3
> O=C1CN(C(=O)COC(=O)c2cc(S(=O)(=O)N3CCOCC3)ccc2Cl)c2ccccc2N1
 : 7	3	2	17	15	1	2	1	6
> Cc1cccc(NC(=O)COc2cccc3c2CCN(C)C3=O)c1
 : -2	0	-2	3	2	-3	-1	-2	5
> NC(=O)CC(NC(=O)Cc1ccc(Br)cc1)c1ccc(NC2CCCCCC2)c([N+](=O)[O-])c1 (centres undefined)
 : ·	1	-3	15	4	-6	0	-9	1
> Cc1cc(C)nc(N2CCN(C(=O)c3ccc(S(=O)(=O)N4CCCCCC4)cc3)CC2)n1
 : -2	-14	-8	0	6	-2	-1	-4	-1
> CCOc1ccc(S(=O)(=O)NCc2cccnc2)cc1C
 : -2	-1	·	21	8	1	3	1	-2
> Cc1ccc(S(=O)(=O)N(C)CC(=O)O/N=C(\N)c2ccc([N+](=O)[O-])cc2)cc1
 : 1	3	3	-22	2	2	2	3	-23
> O=C(NNC(=O)c1cccnc1)NC1CCCCC1
 : 0	-1	-10	13	15	-2	10	2	-2
> CCCCNC(=O)CCN1N=C(c2ccccc2)CCC1=O
 : 0	-4	-19	20	2	3	-9	2	-2
> COc1ccc(S(=O)(=O)c2ccc(OC)c(OC)c2)cc1OC
 : -1	9	-1	0	11	-1	-19	3	7
> O=c1cc(-c2ccccc2)[nH]c2ccc(F)cc12
 : 6	-5	3	0	15	1	7	2	-9
> CCOC(=O)CCn1c(=O)c2c(nc(Br)n2Cc2ccccc2)n(C)c1=O
 : 0	-3[fluorescence artefact?]	-10	2	12	0	-3	-4	-15
> O=C(c1ccccc1)N(Nc1ccccc1)c1ccccc1
 : -3	0	13	23	13	-1	1	5	0
> CC(=O)C1=C(O)C(=O)N(CCCn2ccnc2)C1c1ccc(Br)cc1 (centres undefined)
 : -4	3	33	14	30	1	29	0	26

3 compounds from above, ordered by SMILES length, rising.
Value order: Wee1 stabilizer	14-3-3 Bad PPI	thrombin 1536	Hck-Nef inh	FXIIa inh	Runt-CBFb FRET	FXIa inh 1536	Runt-SMMHC FRET	hK5 inh
> CN(C(=O)c1ccccc1Cl)c1ccccc1
 : 0	-10	-7	9	-7	-2	-13	-3	5
> CCOc1ccc(S(=O)(=O)NCc2cccnc2)cc1C
 : -2	-1	·	21	8	1	3	1	-2
> Cc1cc(C)nc(N2CCN(C(=O)c3ccc(S(=O)(=O)N4CCCCCC4)cc3)CC2)n1
 : -2	-14	-8	0	6	-2	-1	-4	-1

Additional results follow:
Value order: Wee1 stabilizer	14-3-3 Bad PPI	thrombin 1536	Hck-Nef inh	FXIIa inh	Runt-CBFb FRET	FXIa inh 1536	Runt-SMMHC FRET	hK5 inh
> Cn1c(C(=O)NCCCN2CCCCCC2)cc2c(=O)n(C)c3ccccc3c21
 : 0	16	-4	16	5	1	-4	4	-2
> CC(=O)c1ccc(NC(=S)NC(=O)c2c(Cl)c(C)nn2C)cc1
 : -3	1	-1	3	9	1	8	0	-13
> CC(OC(=O)c1ccc2c(=O)n3c(nc2c1)CCCCC3)C(=O)Nc1ccc(Cl)cn1 (centres undefined)
 : 0	-8	-4	3	18	-8	7	-1	-16
> Cn1ncc(C#N)c1/N=C/N1CCCCC1
 : 8	12	-1	0	8	-3	-1	-1	-3
> CCOc1cc(C2c3c(n[nH]c3C)C(=O)N2c2ccc(Br)cc2)ccc1O (centres undefined)
 : 1	-8	5	0	13	8	2	-3	-3
> CN1CCc2c(sc3c2C(=O)NC(c2cccs2)N3)C1 (centres undefined)
 : -1	-24[fluorescence artefact?]	4	6	12	62*	4	78*	3
> C(=N\n1cnc2ccccc21)/c1cccnc1
 : 3	-12	-5	6	5	-1	-5	2	30
> O=[N+]([O-])c1ccc(Cl)c(S(=O)(=O)N2CCCCCC2)c1
 : -2	-3	-5	2	0	-1	3	1	-13
> COc1ccc(N2C(=O)/C(=C/c3ccc([N+](=O)[O-])cc3)N=C2C)c(OC)c1
 : 5	0	0	-10	2	-2	-7	-2	-13
> CN(CCO)C(=O)C1CCN(c2ncc(C(F)(F)F)cc2Cl)CC1
 : -2	-6	7	1	1	0	-2	3	-14
> O=C(NCc1ccccc1)c1noc2c1CCCC2
 : 2	9	-10	-2	2	0	-5	1	7

Source: PubChem BioAssay (several laboratories)
